STEP inh = STEP (human) phosphatase inhibition. P54829. recombinant STEP, OMFP fluorogenic substrate, fluorescence. inhibition, % at 20 µM. 360,000 tested, 0.25% active. AID 588621;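 active = inhibition at 20 µM, scaled per plate between control wells, above about 37%, limit read from the data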;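 also: 0% = DMSO with enzyme and substrate and 100% = substrate only without enzyme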
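Assay system: isolated STEP enzyme / Timing: 20 min at room temperature, dark / Doses: 20 µM, 1% DMSO / Technique: fluorescence intensity, excitation 480 nm, emission 540 nm / Reagent: fluorogenic phosphatase substrate OMFP at 25 µM final / Measure: percent inhibition scaled to no-enzyme and uninhibited-enzyme controls, plate-pattern corrected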
Scp-1 inhibitor = Scp-1 (human) phosphatase inhibition; 340,000 tested, 0.88% active; inhibition, % at 20 µM; Q9GZU7; Recombinant Scp1, phosphopeptide, malachite green phosphate absorbance;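 active = inhibition above about 50% at 20 µM, limit read from the data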;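 also: plate controls were DMSO wells with enzyme for no effect and wells lacking enzyme for full effect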
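Times: enzyme reaction 45 min at room temperature, colour 5 min, stabilisation 30 min. Material: SCP-1 catalytic fragment, aa 76-261. Medium: Acidic Tris acetate buffer with magnesium and detergent. Signal: colorimetric free-phosphate detection, absorbance 630 nm. Read-out basis: % inhibition of SCP-1 phosphate liberation. Reagent: Phosphorylated 17-residue peptide substrate.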
NRP1-CendR mod = alters CendR peptide binding to human NRP-1 | O14786 | FAM-RPARPAR peptide binding to NRP-1, fluorescence polarization | inhibition, % at 25 µM | 360,000 tested, 0.85% active | AID 602438;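 active = inhibition or corrected inhibition above about 18%, plus a signal ratio from 0.5 to 1.5, limit read from the data, passing the limit was not always enough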; also: strong numbers were not always called active
bovine MsrA act = bovine methionine sulfoxide reductase A activation. purified bovine MsrA, absorbance read-out. activation, % at 10.6 µM. 360,000 tested, 0.3% active. AID 602163; in the data active = activation above about 7.5%;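 also: 0% = vehicle and 100% = reference activator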
Tb MetRS inh = blocks T. brucei methionyl-tRNA synthetase activity; 360,000 tested, 0.4% active; purified T. brucei MetRS, ATP depletion, Kinase-Glo luminescence; inhibition, % at 11.9 µM;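 active = inhibition above a per-plate cutoff of the control wells' mean inhibition plus 3 SD, cut at about 5.5% in these data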;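 also: 0% = DMSO wells median and 100% = median of wells with control inhibitor compound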
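Material: parasite MetRS enzyme / Replication: singlicate, one well per compound / Signal: luminescence of leftover ATP / Schedule: 2 h aminoacylation at 25 °C after 15 min preincubation / Medium: HEPES-MgCl2-KCl buffer plus DTT, spermine, BSA, pyrophosphatase / Doses: 11.9 µM single point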
DNMT1 inh = DNMT1 (human) enzyme inhibition; DNMT1 molecular beacon, Hinp1I cleavage, fluorescence; inhibition (reported as % activation of signal), % at 10 µM; 360,000 tested, 0.83% active; in the data active = inhibition above about 50%
MsrA inhibitor = inhibitors of bovine MsrA | purified bovine MsrA, absorbance read-out | inhibition, % at 15.5 µM | 360,000 tested, 0.75% active; in the data active = inhibition above about 4.5%;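 also: 0% = vehicle wells with enzyme and 100% = reference inhibitor wells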
SUMO1 PPI mod = SUMO1-SIM interaction modulation. 360,000 tested, 0.33% active. inhibition, % at 20 µM. SUMO1 binding to a labelled peptide, TR-FRET, 1 h. AID 602429. P63165; in the data active = inhibition above about 37%
Target sequence (P63165 whole entry, looked up): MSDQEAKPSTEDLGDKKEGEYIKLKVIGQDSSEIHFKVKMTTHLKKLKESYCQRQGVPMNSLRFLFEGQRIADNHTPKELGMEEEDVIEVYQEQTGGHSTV
LMPTP block = blocks human LMPTP phosphatase. inhibition, % at 20 µM. AID 651560. 360,000 tested, 0.22% active. P24666. recombinant LMPTP-A, OMFP fluorogenic substrate, fluorescence intensity;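 active = compounds that cut the enzyme signal by at least half of the control window in the single-dose screen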;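 also: plate controls were DMSO wells with enzyme plus substrate for no effect and substrate without enzyme for full effect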
Target sequence (P24666 whole entry, looked up): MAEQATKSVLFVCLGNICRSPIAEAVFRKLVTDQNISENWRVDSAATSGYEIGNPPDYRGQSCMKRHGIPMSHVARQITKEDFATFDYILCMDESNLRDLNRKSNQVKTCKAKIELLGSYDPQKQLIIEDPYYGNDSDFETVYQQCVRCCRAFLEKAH
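material = LMPTP-A | quantity = 0.625 nM enzyme | reagent = OMFP substrate, 400 µM final | buffer or medium = Bis-Tris pH 6.0, DTT, detergent | detection = endpoint fluorescence intensity from OMFP dephosphorylation | dosing = single 20 µM dose | read-out basis = % inhibition relative to no-enzyme and uninhibited control wells | control set = no-enzyme and uninhibited controls | timing = 50 min at room temperature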
eLon inh = E. coli protease La inhibition; purified E. coli Lon protease, fluorescence polarization; inhibition, % at 7.94 µM; 360,000 tested, 0.42% active; in the data active = inhibition above about 13%, passing the limit was not always enough;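 also: 0% = enzyme with probe and DMSO and 100% = no enzyme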
Target sequence (P0A9M0 whole entry, looked up): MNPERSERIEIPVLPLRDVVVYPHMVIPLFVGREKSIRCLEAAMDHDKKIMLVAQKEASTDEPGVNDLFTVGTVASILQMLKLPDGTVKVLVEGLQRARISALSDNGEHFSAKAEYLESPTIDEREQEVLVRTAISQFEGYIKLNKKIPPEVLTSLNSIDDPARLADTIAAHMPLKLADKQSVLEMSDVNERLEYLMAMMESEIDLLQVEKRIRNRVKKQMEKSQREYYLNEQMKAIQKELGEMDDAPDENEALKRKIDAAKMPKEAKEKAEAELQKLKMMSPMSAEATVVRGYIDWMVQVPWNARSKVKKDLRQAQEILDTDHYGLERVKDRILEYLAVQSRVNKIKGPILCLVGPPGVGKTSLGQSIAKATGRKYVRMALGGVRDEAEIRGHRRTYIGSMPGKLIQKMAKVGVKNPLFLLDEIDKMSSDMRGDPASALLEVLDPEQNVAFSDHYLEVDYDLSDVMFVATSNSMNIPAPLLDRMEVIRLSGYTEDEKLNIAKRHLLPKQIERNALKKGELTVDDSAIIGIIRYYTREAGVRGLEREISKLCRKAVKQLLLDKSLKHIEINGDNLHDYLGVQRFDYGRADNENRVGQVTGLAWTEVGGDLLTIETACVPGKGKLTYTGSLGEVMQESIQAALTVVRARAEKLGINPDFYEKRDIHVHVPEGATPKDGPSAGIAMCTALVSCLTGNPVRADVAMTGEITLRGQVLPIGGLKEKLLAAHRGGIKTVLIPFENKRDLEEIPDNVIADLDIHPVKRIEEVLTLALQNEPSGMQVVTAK
* = called active by the depositor; · = no result given.

SMILES	STEP inh	Scp-1 inhibitor	NRP1-CendR mod	bovine MsrA act	Tb MetRS inh	DNMT1 inh	MsrA inhibitor	SUMO1 PPI mod	LMPTP block	eLon inh
COc1cccc(C2=NOC(C(=O)NCc3cccs3)C2)c1 (centres undefined)	-4	-10	-1	-3	-0.2	1	0.5	2	-0.7	1
CC(C)[C@H](NC(=O)OCc1ccccc1)C(=O)OCC(=O)Nc1c(F)cccc1F	-1	-4	-2	-1	-0.1	2	-0.1	5	-0.5	-4
COc1ccc(-c2c(Sc3ccccc3)c3cc(-c4ccc(OC)c(F)c4)ccc3n2C)cc1	·	·	-28	-5	-0.7	·	0.5	21	0.3	-78
CCS(=O)(=O)CCSc1nc(C)cc(C)n1	-1	-5	4	-6	-1.4	4	-0.1	-2	-1.0	-10
N/C(Cc1ccc([N+](=O)[O-])cc1)=N\OC(=O)COc1ccc2ccccc2c1	3	-2	3	-6	0.2	-1	2.5	-7	2.1	-9
COc1cc(CN2C(=S)NC(C)(C)CC2(C)O)cc(OC)c1 (centres undefined)	-2	-8	-7	-10	-0.6	-2	-0.1	-1	0.5	1
Cc1ccc(S(=O)(=O)N(C)c2ccc(OC(=O)CN3C(=O)NC4(CCCC4)C3=O)cc2)cc1	-2	-5	-13	0	0.1	3	0.2	3	-0.1	-10
COc1ccc(C(=O)CSc2nnc(-c3cc4ccccc4cc3O)n2Cc2ccco2)cc1	-3	-9	3	-3	-0.1	-1	1.3	0	1.3	-2
COCCN(C(=O)c1snc(C(N)=O)c1N)C(C(=O)NC1CCCCC1)c1ccc(N(C)C)cc1 (centres undefined)	0	-5	4	-10	0.4	1	0.3	-6	-2.3	-6
Cc1cc(/C=C(\C#N)C(=O)NC2CCCCCC2)c(C)[nH]1	1	-9	3	-5	-0.2	7	1.9	-2	0.7	-9
O=S(=O)(Nc1ccccc1N1CCCCC1)c1cccs1	3	-1	-8	0	-1.1	-5	0.4	6	1.0	7
CCCCNC(=O)N1CCc2ccccc2C1	-2	-10	-10	-1	-0.5	0	-1.6	1	-2.3	-7
COCCCNC(=O)C(=O)N/N=C/c1ccc(OCC(=O)Nc2cccc(Cl)c2C)c(OC)c1	-2	0	-11	2	-0.2	-2	1.3	3	-1.7	-12
CN(Cc1ccco1)C(=O)c1cccc(S(=O)(=O)N2CCN(Cc3ccccc3)CC2)c1	3	·	-7	-3	-0.3	10	1.1	3	-0.2	-1
CC(O)CN(C)CC/C=C1/c2ccccc2CSc2ccccc21 (centres undefined)	1	-1	12	-2	-0.8	-5	-0.2	2	-2.3	1
CCOP(=O)(NC(c1ccccc1)c1nc2ccccc2[nH]c1=O)OCC (centres undefined)	-1	7	16	-5	-0.4	-1	0.1	-2	-1.8	-3
COC(=O)c1ccccc1NC(=S)N(Cc1ccc2c(c1)OCO2)Cc1cc2cc(OC)ccc2[nH]c1=O	-1	-7	0	-2	0.2	-10	0.9	-3	2.6	8
O=[N+]([O-])c1ccccc1/C=N/NC1=NS(=O)(=O)c2ccccc21	-1	-4	-13	-9	-0.5	0	3.4	-15	-0.8	-4
Cc1ccc(NC(=O)C(OC(=O)c2ccccc2Cl)c2ccccc2)cc1Cl (centres undefined)	2	-43	-6	-1	-0.6	-14	-0.1	0	4.4	1
Cc1cccc(NC(=O)CN(C)S(=O)(=O)c2cnc[nH]2)c1	-12	-2	1	2	0.2	1	-0.1	2	1.1	1

Full records as entered above. Order of values: STEP inh	Scp-1 inhibitor	NRP1-CendR mod	bovine MsrA act	Tb MetRS inh	DNMT1 inh	MsrA inhibitor	SUMO1 PPI mod	LMPTP block	eLon inh
`COc1cc(CN2C(=S)NC(C)(C)CC2(C)O)cc(OC)c1` (centres undefined) across the screens: -2	-8	-7	-10	-0.6	-2	-0.1	-1	0.5	1
`COc1ccc(-c2c(Sc3ccccc3)c3cc(-c4ccc(OC)c(F)c4)ccc3n2C)cc1` across the screens: ·	·	-28	-5	-0.7	·	0.5	21	0.3	-78

The list goes on:
SMILES	STEP inh	Scp-1 inhibitor	NRP1-CendR mod	bovine MsrA act	Tb MetRS inh	DNMT1 inh	MsrA inhibitor	SUMO1 PPI mod	LMPTP block	eLon inh
Cc1sc(NC(=S)NC(=O)C2CCCCC2)c(C(N)=O)c1C	-3	-9	-11	-2	0.3	5	-0.8	0	-1.6	-17
Cc1nn(Cc2ccc(C(=O)NN)o2)c(C)c1Cl	0	1	3	-2	1.8	0	0.4	2	-0.5	-3
O=C1c2ccccc2C(Nc2ccccc2)N1c1ccc(Cl)cn1 (centres undefined)	2	2	-4	1	-0.4	-4	-0.2	1	2.7	0
Cc1nn(C)c(Cl)c1CN1CCN(CC(C)C)C(CCO)C1 (centres undefined)	2	-1	-1	-13	-0.3	4	0.7	0	1.2	-8
CCN1C(=O)/C(=C\c2ccc(-c3ccc([N+](=O)[O-])cc3OC)o2)SC1=Nc1cccc(C(=O)O)c1	4	-9	-45	-2	0.1	-19	0.6	54*	8.3	-3
Nc1nnc(Cc2ccc(F)cc2)s1	-1	-8	2	-10	-1.7	7	0.1	0	-1.0	-3
Cc1c(C(=O)NCc2cccc(Cl)c2)sc(=O)n1Cc1cccc(F)c1	-1	·	3	-8	1.4	-2	1.3	-3	0.9	-6
CC(=O)N1CCN(c2ccc(NC(=O)c3ccc(C)c([N+](=O)[O-])c3)cc2)CC1	-2	11	-11	-14	-1.6	4	0.6	-18	-2.1	-12
Cc1ccc(C(=O)NCC(=O)OCC(=O)NCC(F)(F)F)cc1	4	-4	14	-7	-0.4	3	-0.3	-1	-0.9	9
COc1ccccc1NC(=O)N1CCCC(c2nc3c(nnn3Cc3ccc(C)cc3)c(=O)[nH]2)C1 (centres undefined)	5	-3	-9	0	0.3	8	·	2	1.3	-5
CC1(c2nnnn2-c2ccc3c(c2)OCCO3)CCC(=O)N1CCCn1ccnc1 (centres undefined)	·	·	-15	-4	-0.6	·	0.0	0	-2.8	3
Cc1ccc(CNCC2CCCO2)s1 (centres undefined)	0	4	7	-4	-0.1	0	-0.5	-6	-0.5	-4
COc1ccc2[nH]c(C)c(CN3CCCCC3)c(=O)c2c1	7	7	32*	-2	0.9	2	0.7	3	0.5	-8
O=C(Oc1ccc(Br)cc1)C1CC(=O)N(c2ccc(F)cc2)C1 (centres undefined)	-2	-6	6	-7	-1.1	5	-1.1	-3	0.1	0
CCOc1ccc(CC(=O)Nc2c(C(N)=O)oc3ccc(Br)cc23)cc1OCC	2	-6	9	-2	-0.2	6	0.8	19	-0.8	1
CCCN(CCC)CC(=O)N1CC(=O)Nc2ccccc21	1	39	-8	1	-0.2	1	1.1	-4	0.7	5
Cn1c(SCC(=O)NCc2ccc3c(c2)OCO3)nnc1-c1cc2ccccc2cc1O	3	-5	10	-11	0.7	1	-0.6	-4	-0.9	1
CCOc1ccccc1C(=O)Nc1cc(OC)ccc1OC	3	-11	6	0	-0.3	-11	1.0	3	2.9	1
CCOC(=O)Cc1nnc(NC(=O)C(CC)Sc2nc(C)cc(C)n2)s1 (centres undefined)	-3	-10	-1	1	-0.2	2	-1.2	-1	0.8	12
O=C(c1ccco1)N1CCN(C2CC(=O)N(c3ccc(C(F)(F)F)cc3)C2=O)CC1 (centres undefined)	1	-2	6	-6	-0.2	0	0.7	-2	0.4	-4
CCn1c(C)nc2cc(C(=O)NNS(=O)(=O)c3ccc(C)cc3C)ccc21	-3	1	-7	-2	-0.2	-1	-0.7	-1	-2.4	-9
C=CCN(CC=C)CCOc1cccc2ccccc12	0	-5	-4	-6	-0.7	3	1.3	20	-0.4	2
CC(C)N(CCCNC(=O)c1ccc(N2CCCC2=O)cc1)Cc1ccccc1	-2	3	-7	-2	-0.4	1	-0.8	2	-2.0	1
COc1ccc(CNc2ccncc2)c(OC)c1OC	-1	-7	17	-4	-0.4	2	-0.2	0	3.4	4
CCc1c(C)sc(NC(=O)CSc2nc3c(c(C(F)(F)F)n2)CCc2ccccc2-3)c1C#N	1	1	-9	-1	-0.7	42	0.7	2	-1.3	-2
CCCCOc1ccc(C(=O)NNC(=O)C2C3CCC(C3)C2C(=O)O)cc1 (centres undefined)	3	-6	-2	-4	0.1	3	0.8	5	-1.0	-13
CN1CCN(S(=O)(=O)c2ccc(NC(=O)Nc3cccc(Cl)c3)cc2)CC1	-1	4	27*	-10	0.6	-1	0.7	6	-0.1	1
Cc1cccc(SC2CCN(Cc3nc(CC4CC4)no3)CC2)c1	0	2	-5	-2	-0.1	4	-1.1	-1	1.2	2
O=C(NCCc1csc(-c2cccnc2)n1)c1ccc(Br)o1	2	-7	-8	0	-0.7	-1	0.1	0	2.8	4
Cc1ccc(-c2ccc(C(=O)O)[nH]2)cc1	0	-9	-2	0	0.3	6	1.2	3	-2.0	-9
O=C(OCC(=O)N1CCCC1)c1c[nH]c2ccccc12	-1	0	-2	-5	0.4	1	0.6	2	-0.7	1
CC(=O)Nc1c2c(nn1-c1ccc(C)cc1C)CS(=O)C2 (centres undefined)	-3	0	6	-6	-0.6	-2	-0.1	-2	-1.2	8
O=C(CCCSc1nc2ccccc2[nH]1)NCc1ccccc1Cl	-5	-4	2	-5	10*	0	-0.8	-2	-0.6	-7
COc1cc(/C=C/C(=O)OCC(=O)NCCN2C(=O)CSC2=O)ccc1OC(F)F	-3	-9	-11	-4	-0.4	-2	-1.0	-14	-0.4	12
COc1cc(CCC(=O)NCc2ccc3c(c2)OCO3)cc(OC)c1OC	2	-9	2	-1	0.2	6	1.1	1	-1.1	3
O=[N+]([O-])c1cc2c(c(CSc3nnc4ccccn34)c1)OCOC2	1	-6	-10	-3	0.8	-3	2.3	-19	-1.1	-1
COCCN(CCOC)c1ncnc2c1cnn2-c1ccc(Cl)cc1	2	-6	1	-5	-0.7	-2	-0.8	0	-0.4	1
Cc1ccc(S(=O)(=O)NC(CCC(N)=O)C(=O)NCc2ccc3c(c2)OCO3)c(C)c1 (centres undefined)	-1	-7	4	-1	-0.4	20	-1.3	3	0.9	-10
COC(=O)[C@@H](NC(=O)NCc1ccco1)C(C)C	-4	-7	-1	0	-0.2	13	-1.0	-1	-1.7	-4
CCC1CCCCN1C(=S)NC1CCCCC1 (centres undefined)	-1	4	5	-1	0.1	-5	-0.5	4	-1.2	-12

Arranged by molecular weight (high to low): some entries from above
SMILES	STEP inh	Scp-1 inhibitor	NRP1-CendR mod	bovine MsrA act	Tb MetRS inh	DNMT1 inh	MsrA inhibitor	SUMO1 PPI mod	LMPTP block	eLon inh
COc1cc(/C=C/C(=O)OCC(=O)NCCN2C(=O)CSC2=O)ccc1OC(F)F	-3	-9	-11	-4	-0.4	-2	-1.0	-14	-0.4	12
CC(C)N(CCCNC(=O)c1ccc(N2CCCC2=O)cc1)Cc1ccccc1	-2	3	-7	-2	-0.4	1	-0.8	2	-2.0	1
COc1cc(CCC(=O)NCc2ccc3c(c2)OCO3)cc(OC)c1OC	2	-9	2	-1	0.2	6	1.1	1	-1.1	3
Cc1cccc(SC2CCN(Cc3nc(CC4CC4)no3)CC2)c1	0	2	-5	-2	-0.1	4	-1.1	-1	1.2	2

Compound activity from PubChem.
